D2 antag – antagonizes the human D2 dopamine receptor; HEK293 TREx D2 cells, calcium flux, dopamine EC80; inhibition, % at 10 µM; P14416; hit rate 2% among 340,000; in the data active = inhibition above about 30%; also: 0% is about no effect
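In this primary screen, negative modulation is detected by tracking calcium flux after an EC80 dopamine challenge in inducible HEK293 T-REx D2 cells preexposed to test compound for 180 s.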
D2 ag – D2 dopamine receptor (human) agonism; P14416; activation, % at 2 µM; hit rate 0.53% among 340,000; HEK293 T-REx D2 cells, calcium flux agonist mode; AID 485358;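 active = activation over 3 SD above normal in the single-dose calcium agonist read, cut at about 30% in these data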; also: 0% is about no effect
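In this primary screen, compounds producing a positive calcium signal within 180 s of addition to tetracycline-induced, force-coupled HEK293 Trex D2 cells are flagged; cells are dye-loaded with a no-wash calcium kit beforehand.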
PI4K2A block – inhibitors of human PI4K2A; Q9BTU6; purified PI4K2A, ADP-Glo luminescence, 1 h; stronger effect = lower value; activity change, negative = inhibition, % at 76.9 µM; hit rate 0.13% among 420,000; AID 1346378; in the data active = activity change below about -50%; inconclusive = mostly about -30% to -49%;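 also: -100% = wells without enzyme as full effect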
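In this quantitative HTS, ADP production by PI4K2A was quantified luminescently after 1 h at ambient temperature; 100 microM adenosine served as plate-quality control.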
rTrxR1 inhibitor – blocks rat thioredoxin reductase 1 | recombinant rTrxR1, NADPH fluorescence consumption, selenite substrate | AID 588453 | O89049 | hit rate 1% among 390,000 | Potency, µM (top dose mostly 114 µM), inactives show at the highest dose activity change, negative = inhibition, usual class: inhibitors; also: potency is read from the fitted curve at half-maximal effect; % is scaled to controls: 0 for no effect and ±100 for the full control effect; nearly all actives have a fitted effect of over 65% in size
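Rat TrxR1 (90 nM in the dispensed reagent) was pre-reduced with 400 uM NADPH for 5 min at room temperature, then incubated with compound for 15 min. After 400 uM selenite was added, NADPH fluorescence (Ex 340/Em 450 nm) was followed for 8 min.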
TRHR agonist – agonists of human TRH receptor; activation, % at 2 µM; TRHR cells, calcium flux fluo-8, FDSS agonist mode; hit rate 0.18% among 360,000; in the data active = activation above about 30%; also: 0% is about no effect
Target sequence (P34981 whole entry, looked up): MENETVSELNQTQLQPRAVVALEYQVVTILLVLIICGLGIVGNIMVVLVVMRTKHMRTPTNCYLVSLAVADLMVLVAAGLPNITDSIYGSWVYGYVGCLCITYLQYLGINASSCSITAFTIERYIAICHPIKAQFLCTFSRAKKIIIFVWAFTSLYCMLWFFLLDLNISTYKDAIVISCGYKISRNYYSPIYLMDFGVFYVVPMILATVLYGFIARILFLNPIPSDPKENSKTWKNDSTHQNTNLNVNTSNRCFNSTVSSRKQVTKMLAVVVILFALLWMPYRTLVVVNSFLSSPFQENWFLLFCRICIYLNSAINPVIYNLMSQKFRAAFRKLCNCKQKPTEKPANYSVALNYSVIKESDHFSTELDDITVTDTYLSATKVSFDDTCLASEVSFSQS
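In this calcium-flux screen, cells bearing human TRHR are dye-loaded with fluo-8, baselined for 10 cycles, then exposed to library compounds; positive kinetic calcium responses during the agonist phase mark hits, with TRH as control.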
TrxR1 substrate – is turned over as a substrate by rat TrxR1. O89049. purified TrxR1 substrate turnover, NADPH consumption readout. Potency, µM (highest dose often 114 µM), for inactives: at the top dose activity change, negative = substrate turnover. hit rate 0.01% among 390,000. AID 588456; also: potency is read from the fitted curve at half-maximal effect; % is scaled to controls: 0 for no effect and ±100 for the full control effect; nearly all actives have a fitted effect of over 50% in size
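Rat TrxR1, dispensed at 90 nM, was prereduced with 400 uM NADPH (final) for 5 min at ~22 deg C, then incubated with compound 15 min before 400 uM selenite. A first-read NADPH fluorescence drop versus no-compound background flagged substrates.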
USP1 inh – blocks the human USP1/UAF1 deubiquitinase complex; recombinant USP1/UAF1, Ub-Rhodamine cleavage fluorescence; Potency, µM (top dose mostly 57.1 µM), without a hit: at the highest dose activity change, negative = inhibition, actives largely listed as inhibitors; O94782; hit rate 0.23% among 390,000; also: potency is read from the fitted curve at half-maximal effect; % is scaled to controls: 0 for no effect and ±100 for the full control effect; nearly all actives have a fitted effect of over 60% in size; inactives centre near -12
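High-throughput fluorogenic screen: 1nM USP1/UAF1 complex, Ub-Rho substrate 150nM final, 50mM HEPES pH 7.8 with 0.5mM EDTA, 0.1 mg/ml BSA, 1mM TCEP and 0.01% Tween-20.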
IDH1 R132H inh – blocks human mutant IDH1 R132H enzyme | hit rate 0.093% among 390,000 | IDH1-R132H enzyme, NADPH consumption, diaphorase/resazurin fluorescence | Potency, µM (series often up to 76.6 µM), for the others: at the highest dose activity change, negative = inhibition, usual class: inhibitors | AID 602179; also: potency is read from the fitted curve at half-maximal effect; % is scaled to controls: 0 for no effect and ±100 for the full control effect; nearly all actives have a fitted effect of over 65% in size
Target sequence (O75874 whole entry R132H, stated change not applied): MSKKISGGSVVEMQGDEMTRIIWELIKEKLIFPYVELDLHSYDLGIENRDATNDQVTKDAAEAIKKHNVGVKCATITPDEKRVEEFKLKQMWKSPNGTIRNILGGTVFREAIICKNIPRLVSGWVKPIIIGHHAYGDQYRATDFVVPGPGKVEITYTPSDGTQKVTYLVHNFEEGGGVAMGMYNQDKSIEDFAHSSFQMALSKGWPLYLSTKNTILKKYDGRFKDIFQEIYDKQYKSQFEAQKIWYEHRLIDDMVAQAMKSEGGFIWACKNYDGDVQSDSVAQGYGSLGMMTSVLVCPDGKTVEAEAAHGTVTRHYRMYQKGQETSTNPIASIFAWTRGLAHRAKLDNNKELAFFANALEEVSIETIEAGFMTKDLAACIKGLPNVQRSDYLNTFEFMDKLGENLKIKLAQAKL
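IDH1-R132H (0.5 ug/mL dispensed) in pH 7.5 Tris buffer was preincubated 30 min with compound, then given a substrate mix of 0.016 mM NADPH and 2 mM alpha-KG for 80 min at room temperature; remaining NADPH was read by diaphorase/resazurin fluorescence.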
TRHR enhancer – TRH receptor (human) allosteric enhancement; P34981; TRHR cells, fluo-8 calcium fluorescence, EC20 TRH enhancement; enhancement, % at 2 µM; hit rate 0.66% among 360,000; AID 493056; in the data active = enhancement above about 30%; also: 0% is about no effect
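Enhancer read-out: after compound pinning and an initial kinetic agonist-mode read, an EC20 of TRH (10 nM final) was injected and fluo-8 calcium signal (Ex 480/Em 530) followed at 1 s/cycle for 100 cycles in TRHR-expressing cells.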
* marks the source's active call; other numbers are inactive results; ? = inconclusive; · = no result given; [ ] = dose if it differs, or a comment. Unless noted, calls follow the shape of the dose curve; as a rule, active = well fitted inhibition curve with a large enough effect; inconclusive = small, poorly fitted or top-dose-only effect; inactive = no such curve, though single readings can be large or run the other way.

SMILES | D2 antag | D2 ag | PI4K2A block | rTrxR1 inhibitor | TRHR agonist | TrxR1 substrate | USP1 inh | IDH1 R132H inh | TRHR enhancer
Cc1ccc(NC(=O)CC(C)S(=O)(=O)c2ccc3c(c2)NC(=O)CO3)cc1Cl (centres undefined) | · | · | -6 | 9% | -0.1 | -1% | -8% | -9% | -3
Cc1cccc2sc(NC(=O)CSCc3ccccc3)nc12 | -13 | 44* | 2 | 50%[activator][57.1 µM] | -0.8 | 19%[57.1 µM] | ? | 4% | -6
O=C(OCC(CO)OC(CO)n1ccc(=O)[nH]c1=O)c1ccccc1 (centres undefined) | 9 | 1.3 | 5 | -3% | 0.7 | 0% | -6% | 4% | -3
C=Cc1ccc(Cn2c(C(=O)OC)cc3sc(C)cc32)cc1 | · | 0.4 | 1 | 15% | 0.5 | 1% | -21% | · | 7
COc1cc(OC)c(S(=O)(=O)N2CCN(C(=O)c3ccccc3F)CC2)cc1NC(C)=O | -1 | 0.5 | 2 | 14%[57.1 µM] | 1.2 | 8%[57.1 µM] | -3% | -7% | 3
O=C(CNC(=O)c1sc2ccccc2c1Cl)NCc1ccccc1 | 8 | 0.0 | -1 | 7% | -1.0 | 6% | -1% | 0% | 1
O=C(c1n[nH]c2ccccc12)N1CCN(c2ccc(F)cc2)CC1 | 13 | 2.5 | 1 | 6%[57.1 µM] | 0.9 | -5%[57.1 µM] | -12% | 5% | -3
C=C(C)CC(c1ccccc1)N(C(C)=O)c1ccco1 (centres undefined) | 2 | -0.8 | -3 | 11% | 1.1 | 0% | 3% | -4% | 0
CCOc1ccc(NC(=O)c2ccc(NC(=S)NC3CCCCC3)cc2)cc1 | -2 | 0.9 | -2 | 17% | -0.1 | 7% | -26% | -7% | -4
COc1ccc(-c2cn[nH]c2-c2ccc(OCc3ccccc3)cc2O)cc1 | -7 | 0.3 | 7 | 12% | 0.0 | -2% | -8% | -12% | -3
CN1CCc2c(n(CC(O)CNCc3ccccc3)c3ccccc23)C1=O (centres undefined) | 66* | -0.9 | 3 | 28% | -0.8 | 4% | ? | 1% | -4
CCOC(=O)N1CCN(C(=O)CN(Cc2ccccc2)S(=O)(=O)c2ccc(OC)c(Cl)c2)CC1 | -18 | 0.7 | 4 | 5% | 0.0 | 1% | -11% | 11% | 0
COc1ccccc1N1CCN(C(=O)CSc2nc(C)c(Cc3ccccc3)c(=O)[nH]2)CC1 | -14 | -0.1 | 6 | -6%[57.1 µM] | -0.5 | -3%[57.1 µM] | 2% | -2% | -3
CCc1ccccc1NS(=O)(=O)c1ccc(NC(=O)N2CCCC2)cc1 | · | 0.3 | 3 | 16%[57.1 µM] | 0.4 | -3%[57.1 µM] | -13% | 17% | 3
CCN(CC(=O)Nc1c(F)cccc1F)C(=O)CCC(=O)c1ccc(F)cc1 | 4 | 0.5 | 0 | -9% | 0.1 | -3% | -19% | 3% | -3
Cc1ccc(-n2ncc3c(=O)n(CC(=O)NCc4ccco4)cnc32)cc1 | 10 | -0.9 | -2 | 3% | -1.7 | 7% | -16% | 0% | -3
CC(=O)NC1CSCC1OC(C)=O (centres undefined) | -9 | 0.0 | 3 | 27% | -0.1 | 10% | -22% | -1% | 4
CC(C)Cc1nn2c(=O)cc(COC(=O)c3ccc4c(c3)OCO4)nc2s1 | · | 0.1 | -3 | 20%[57.1 µM] | 0.4 | 2%[57.1 µM] | -8% | -1% | -1
CCc1ccc(NC(=O)CSc2nnc(-c3ccco3)o2)cc1 | 17 | 0.7 | -5 | 12% | 2.4 | -2% | -8% | 17% | 6
CCN(CC)c1nn2c(=O)c(C(=O)NCc3ccc(OC)cc3OC)cnc2s1 | · | 1.3 | -1 | 1%[57.1 µM] | -0.3 | 0%[57.1 µM] | 3% | -13% | -7

Single values from the entries so far:
CCc1ccc(NC(=O)CSc2nnc(-c3ccco3)o2)cc1 | TRHR enhancer = 6
CC(C)Cc1nn2c(=O)cc(COC(=O)c3ccc4c(c3)OCO4)nc2s1 | D2 ag = 0.1
CCOc1ccc(NC(=O)c2ccc(NC(=S)NC3CCCCC3)cc2)cc1 | D2 ag = 0.9

(further entries)
SMILES | D2 antag | D2 ag | PI4K2A block | rTrxR1 inhibitor | TRHR agonist | TrxR1 substrate | USP1 inh | IDH1 R132H inh | TRHR enhancer
CN1CCN(c2ccccc2NC(=O)c2cc(Br)ccc2Cl)CC1 | -12 | 0.0 | 1 | -7%[57.1 µM] | 0.5 | 3%[57.1 µM] | 1% | 3% | 0
COc1ccc(-n2cc(C(=O)N(CCN(C)C)Cc3ccccc3)c3ccccc3c2=O)cc1 | · | 0.6 | 3 | 9% | 2.4 | 8%[11.4 µM] | -6% | -3% | 74*
CCc1nnc(NC(=O)c2ccc3ccccc3n2)s1 | 6 | 0.0 | -5 | 4% | -0.9 | 1% | -15% | 1% | 6
CCCN(CCC)C(=O)Cn1c(=O)n(Cc2ccc(C(=O)NCCc3ccc(Cl)cc3)cc2)c(=O)c2ccccc21 | · | 0.7 | -1 | 11% | 0.4 | -4% | -13% | -2% | 14
Cc1ccc(C)c(N2CCN(C(=O)c3ccc(NS(=O)(=O)c4c(C)noc4C)cc3)CC2)c1 | 8 | 0.0 | -1 | -7%[11.4 µM] | -0.6 | 8%[57.1 µM] | -17% | -6% | 1
CCN(C(=O)COC(=O)/C=C/c1cnc2ccccc2n1)C1CCS(=O)(=O)C1 (centres undefined) | 6 | 1.1 | 4 | 3%[57.1 µM] | 0.2 | -2%[57.1 µM] | -12% | 9% | -1
O=C(Oc1cccc2c(OC(=O)N3CCOCC3)cccc12)N1CCOCC1 | -7 | 0.6 | 2 | 13% | 0.8 | 3% | -9% | -6% | 1
O=C(N/N=C/c1ccoc1)c1cccc(OC(F)(F)C(F)F)c1 | · | · | -4 | -31% | · | -17% | 3% | 2% | ·
COc1cccc(CNS(=O)(=O)c2cc3[nH]c(=O)c(=O)[nH]c3cc2C)c1 | · | 0.2 | 5 | 0% | 0.3 | 5% | -21% | 2% | 31*
O=C(Nc1cccc(Cl)c1Cl)c1ccc(-c2ccccc2)cc1 | -25 | 0.9 | 2 | -20% | 0.0 | -9% | -4% | 5% | 3
CN1CCN(c2nc(Nc3ccc(O)cc3)nc3ccccc23)CC1 | -13 | 0.9 | -1 | 9% | 0.0 | 1% | -15% | -5% | 21
CCOC(=O)c1c(C)[nH]c(C)c1C(=O)COc1ncnc2cc([N+](=O)[O-])ccc12 | · | · | -4 | 3%[57.1 µM] | -0.3 | 4%[57.1 µM] | -6% | 2% | 2
CN(C)CCCN=Cc1c(O)n(Cc2ccc3c(c2)OCO3)c(=O)c2ccccc12 | -25 | 0.4 | · | · | 2.1 | · | · | · | -3
CC(C)n1c(S(=O)(=O)O)nc2ccccc21 | 1 | 0.3 | 1 | -14%[57.1 µM] | 0.6 | -9%[57.1 µM] | ? | 9% | -5
CC(C)(C)C(=O)Nc1cc(S(=O)(=O)Nc2ccc(Cl)cc2)ccc1Cl | -1 | -0.1 | 0 | 0% | -0.7 | -11% | -16% | 4% | 1
CCOC(=O)C(C(C)=O)=C1SC2CS(=O)(=O)CC2S1 (centres undefined) | 9 | 0.9 | 1 | -6% | -0.8 | 0% | -18% | 12% | 3
O=C(Nc1nc2ccccc2[nH]1)c1ccc(F)cc1 | -10 | -1.1 | -28 | 17% | 0.6 | 12% | -13% | 5% | 3
CCOC(=O)N/N=C/c1c(F)c(F)c(F)c(F)c1F | -8 | 0.5 | 1 | 11%[57.1 µM] | -0.3 | 0%[57.1 µM] | -2% | -2% | 10
C/C(=C/C(=O)N1CCN(C)CC1)C(=O)O | 8 | -0.2 | 0 | -11% | 0.5 | -7% | 2% | -2% | 6
Cc1ccc(N(C(=O)c2ccccc2Cl)C2=NC(C)CS2)c(C)c1 (centres undefined) | -24 | -0.9 | -2 | 6% | 1.4 | -5% | -25% | 8% | 1
CNC(=S)SCCOc1ccccc1 | -5 | 0.2 | -1 | 25% | 0.3 | -3% | -12% | -4% | 2
COc1ccc(-c2[nH]ncc2C(=O)NCc2ccccc2OC)cc1 | · | -0.6 | 1 | 11% | -0.1 | 4% | -24% | · | 3
O=C(CCN1CCOCC1)NC12CC3CC(CC(C3)C1)C2 | -20 | 1.0 | -1 | 12% | -0.1 | 0% | -19% | 4% | 17
CCOCCn1c(SCc2cccc(C)c2)nc2c1c(=O)[nH]c(=O)n2C | 0 | 0.1 | -4 | 7%[57.1 µM] | -0.3 | 8%[57.1 µM] | -27% | 0% | 8
COc1ccc(N2CCN(C(=O)c3cccc(F)c3)CC2)c([N+](=O)[O-])c1 | 8 | -0.3 | -3 | -1% | -0.2 | -8% | -23% | -4% | -8
CN(C)c1ccc(-c2noc(C3CCN(S(=O)(=O)c4cccc(C(=O)O)c4)CC3)n2)cc1 | 14 | 0.1 | -2 | -11% | 0.0 | -1% | 17% | 1% | -7
COc1ccc(/C=C/C(=O)Nc2ccccc2F)cc1S(=O)(=O)N1CCOCC1 | · | · | -1 | 8%[57.1 µM] | · | 7%[57.1 µM] | 0% | -14% | ·
COc1cc(/C=N/n2cnnc2-n2nc(C)cc2C)cc([N+](=O)[O-])c1O | 9 | 0.4 | -1 | -21% | 0.7 | -25% | -16% | 0% | 0
Cc1cc(C(F)(F)F)nc(SCC(=O)Nc2nccs2)n1 | -16 | 0.5 | 2 | 10% | 0.4 | -5% | -3% | 3% | 0
Nn1c(SCC(=O)N2CCCC2=O)nnc1-c1cccs1 | 5 | 0.4 | -5 | 14% | 0.0 | 1% | -8% | -1% | 2

Reprinted at random: two entries already listed.
SMILES | D2 antag | D2 ag | PI4K2A block | rTrxR1 inhibitor | TRHR agonist | TrxR1 substrate | USP1 inh | IDH1 R132H inh | TRHR enhancer
COc1ccc(-c2[nH]ncc2C(=O)NCc2ccccc2OC)cc1 | · | -0.6 | 1 | 11% | -0.1 | 4% | -24% | · | 3
Nn1c(SCC(=O)N2CCCC2=O)nnc1-c1cccs1 | 5 | 0.4 | -5 | 14% | 0.0 | 1% | -8% | -1% | 2

Assay outcomes: PubChem BioAssay, National Center for Advancing Translational Sciences (NCATS)
